Bioassay records as filed in PubChem.
F508del corr = CFTR F508del correction in bronchial cells. CFBE cells, YFP halide quenching; stimulated with forskolin plus potentiator P3; % fluorescence drop versus neutral controls. activity (quench increase), % at 7.58 µM. hit rate 0.36% among 350,000. AID 720511;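 active = mean added fluorescence quench of at least 8% versus neutral control, with both replicates also reaching 8%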;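 also: cells transiently co-express mutant CFTR-F508del with the halide-sensitive YFP; corrector assay measuring rescue of mutant channel to the surface after 24 h compound exposure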
C2C12 statin = suppression of simvastatin myotoxicity; C2C12 myotubes + simvastatin, ATP luminescence, 48 h; scaled: DMSO 0, geranylgeraniol control 100; rescue of ATP level, % at 7.49 µM; hit rate 0.78% among 330,000; AID 602340;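 active = mean ATP rescue above about 67%, or every replicate alone reaching that limit, limit read from the data, passing the limit was not always enough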;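 also: myotubes were challenged with 10 µM simvastatin during compound exposure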
Cneo AK release = Cryptococcus neoformans lysis via adenylate kinase release; lysis activity, % at 15 µM; AID 651654; hit rate 0.2% among 360,000; C. neoformans lysis, adenylate kinase release luminescence, 4 h; normalised: neutral wells 0, clomiphene wells 100;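 active = mean lysis activity across replicates of at least 80%, whatever share of replicates individually reach that level; inactive = mean lysis activity below 80%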
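Assay system: log-phase C. neoformans yeast / Quantity: yeast cell density of 5 × 10^6 cells/mL / Medium: fresh YPD growth medium / Compound: single dose / Timing: static 4 h at 37 °C with compound, 1 h detection / Measured by: adenylate kinase release luminescence / Read-out: lysis from increased AK signal / Benchmarks: Clomiphene as positive lysis control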
PglD DTNB = inhibitors of Campylobacter jejuni PglD acetyltransferase | hit rate 0.098% among 360,000 | purified PglD enzyme, DTNB colorimetric CoA detection | inhibition, % at 12.5 µM; in the data active = inhibition above about 16%, passing the limit was not always enough; also: strong numbers were not always called active
FN deposition inh = fibronectin deposition inhibition. AH1F fibroblasts, Alexa488-fibronectin deposition fluorescence, overnight. inhibition, % at 12.6 µM. hit rate 0.086% among 350,000. AID 743247;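 active = mean inhibition across replicates of 30% or more, regardless of how many single replicates reach that level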;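 also: positive control wells lacked labelled fibronectin entirely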
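material = AH1F fibroblast monolayer depositing Alexa488-labelled fibronectin into matrix | amount = 10000 AH1F cells/well | buffer or medium = DMEM plus 2% serum, read in PBS | incubation = 1 h cell adhesion before compound, then overnight fibronectin incubation | detection = fluorescence at 485 nm excitation, 525 nm emission | evaluation = percent inhibition as loss of matrix-bound fibronectin fluorescence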
miR-122 sensor = inhibitors of miR-122 in Huh7 cells; AID 602342; Huh7 miR-122 Renilla luciferase sensor, 48 h; neutral wells = 0, positive control = 100; activation (reporter increase), % at 12.5 µM; hit rate 0.3% among 340,000;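 active = mean replicate activation score at least 90 and every replicate individually at or above 90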;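 also: higher luciferase means less miR-122 activity so hits act as miR-122 inhibitors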
INS-1E GSIS act = primary screen for activators of insulin secretion dependent on glucose, INS-1E cells, GLuc reporter luminescence; activation, % at 16.6 µM; hit rate 0.61% among 370,000; INS-1E GLuc reporter insulin secretion, 2-3 h;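 active = lowest replicate activation of at least 40%, so every replicate reaches that level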;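 also: 0% = median of neutral control wells and 100% = median of IBMX positive control wells; some compounds called inactive have numbers as strong as hits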
PGC1a acetyl inh = lowers PGC1a acetylation signal in U2OS cells; inhibition, % at 15.6 µM; AlphaScreen anti-acetyl-lysine; with virally co-expressed GCN5 acetyltransferase; AID 651687; hit rate 0.17% among 350,000;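 active = every replicate shows inhibition of at least 40%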;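 also: 0% = neutral control wells and 100% = positive control wells; some results beyond the cut were filed as inactive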
* = called active by the depositor; nt = no result given; [ ] = remark or other dose.

SMILES	F508del corr	C2C12 statin	Cneo AK release	PglD DTNB	FN deposition inh	miR-122 sensor	INS-1E GSIS act	PGC1a acetyl inh
Cc1noc(C)c1NC(=O)Nc1ccc2c(c1)C(=O)N([C@@H](C)CO)C[C@H](C)[C@H](CN(C)S(=O)(=O)c1cccs1)O2	0.2	9	2	0	nt	10[16.7 µM]	6	1
Cc1ccc(OC(=O)CCC(=O)OCCCC(F)(F)C(F)(F)F)cc1	nt	10	-3	3	10	-8	nt	4
CCN1C(=O)N[C@@H](c2cccs2)C(C(C)=O)=C1C	2.5	-4	0	2	-1	-2	1	nt
CCn1c(SCC(=O)Nc2nc(C)cs2)nnc1C(NC(=O)c1ccccc1Cl)C(C)C (stereo unspecified)	nt	-6	-9	-3	nt	1	nt	-1
CCOC(=O)[C@@H]1[C@H]2COc3ccccc3[C@@H]2N2C(=O)N(c3ccc(Br)cc3)C(=O)[C@@]12C	0.5	-12	-1	3	nt	19	-1	-8
O=C(c1cccc(N2C(=O)C3C4C=CC(C4)C3C2=O)c1)N1CCN(c2ccc(F)cc2)CC1 (stereo unspecified)	-2.2	7	2	-3	6	-3	-24	4
NNc1nc(-c2ccccc2Cl)nc2sc3c(c12)CCCC3	nt	nt	-7	-21	5	13	-25	-4
O=C(Nc1nccs1)c1cccc(S(=O)(=O)N2CCCCC2)c1	nt	-6	2	-6	nt	0	nt	-3
O=C(NCCN1CCOCC1)c1ccc(Cl)cc1[N+](=O)[O-]	nt	2	6	-1	nt	2	3	nt
Cc1cnc(C2OCCO2)c2cccc([N+](=O)[O-])c12	nt	-3	-1	2	3	-10	nt	0
CCCNS(=O)(=O)c1cc(Br)cc2c1N(C(=O)CC)CC2	nt	6	0	-1	-9	58	nt	4
CCCc1cc(=O)oc2cc(OCC(=O)NCC(O)c3ccccc3)ccc12 (stereo unspecified)	2.0	51	-1	-3	7	nt	-1	nt
Cc1ccc[n+](CC(=O)Nc2cc(C(F)(F)F)ccc2N2CCOCC2)c1	0.2	7	-2	-6	nt	2	5	15
Cc1cccc(CC(=O)NCC(=O)NCc2cc(=O)n(C)c(=O)n2C)c1	-0.2	-8	-2	-2	-15	-9	-11	4
CCO[C@@H]1OC(C(=O)NCc2ccccc2)=C[C@H](C2CC2)[C@H]1CCCO	0.9	7	0	13	-7	-5	-18	nt
C[C@@H]1CN([C@@H](C)CO)C(=O)c2cc(NC(=O)Nc3ccccc3)ccc2O[C@@H](C)CCCCO[C@H]1CN(C)C(=O)c1ccccc1	0.3	nt	6	-5	8	-5[16.7 µM]	-3	3
Cn1c(=O)n(C)c2cc(NC(=O)COc3ccccc3)ccc21	-0.4	1	2	1	1	0	-1	10
CC1=CS/C(=C(/C#N)C(=O)NCc2ccco2)N1c1ccccc1	2.9	-4	0	nt	-7	-7	-10	0
O=C1CC(c2ccco2)CC(O)=C1C=Nc1cc(Cl)ccc1Cl (stereo unspecified)	nt	18	1	-3	-5	-7	-5	-6
C[C@@H]1CN([C@H](C)CO)S(=O)(=O)c2ccc(-c3ccc(F)cc3)cc2O[C@@H]1CN(C)C(=O)C1CCCCC1	-0.7	-73	1	-6	-18	-6[16.7 µM]	-16	6
O=C(NCc1cc(Cl)cc(Cl)c1)c1csc(COCCO)n1	-2.6	-2	0	2	23	-2	nt	-22
O=C(OCC(=O)N1CCCc2ccccc21)c1cc(S(=O)(=O)N2CCOCC2)ccc1Cl	0.9	nt	-6	0	0	nt	-2	nt
O=c1[nH]c(SCc2ccccc2Cl)nc2c1cnn2-c1ccccc1	5.2	nt	0	-3	-9	-1	nt	1
O=C(Nc1cccnc1)c1cc(Cl)ccc1Cl	-1.8	1	0	2	1	2	25	-12
C[C@@H]1CN([C@H](C)CO)C(=O)c2cc(NC(=O)Nc3ccc(C(F)(F)F)cc3)ccc2O[C@@H]1CN(C)C(=O)Nc1ccc(F)cc1	-0.6	-20	1	-1	nt	7[16.7 µM]	1	-4
CNC[C@@H]1Oc2c(NC(=O)Nc3ccc4c(c3)OCO4)cccc2C(=O)N([C@H](C)CO)C[C@H]1C	-0.3	14	-11	-2	8	49[16.7 µM]	6	17
COc1ccc(N(CC(=O)Nc2ccccc2C(=O)O)S(=O)(=O)c2ccc(C)c([N+](=O)[O-])c2)cc1	1.6	0	4	13	-13	-1	-16	7
O=C(NCCCN1CCN(c2ccc(F)cc2)CC1)Nc1ccc([N+](=O)[O-])cc1	0.5	-10	0	-3	-4	-6	-20	8
CCCC#Cc1cnc2c(c1)C(=O)N([C@@H](C)CO)C[C@@H](C)[C@@H](CN(C)C(=O)Nc1ccc(OC)cc1)O2	0.7	65	-1	1	-5	-1[16.7 µM]	-7	-8
C[C@H](CO)N1C[C@H](C)[C@H](CN(C)Cc2ccc(C(F)(F)F)cc2)Oc2ccc(NC(=O)C3CC3)cc2CC1=O	3.0	30	0	-2	nt	-6[16.7 µM]	-4	-18
Nc1ccc(N2C(=O)c3ccccc3C2=O)c(Cl)c1	0.1	-1	1	6	3	5	21	nt
O=C(Nc1ccccc1)/C(=C\c1ccc(F)cc1)NC(=O)c1ccco1	-0.5	-9	-3	-2	-2	0	14	-2
O=C(O)CSc1nnc(-c2ccccc2)c(-c2ccccc2)n1	0.5	6	1	-1	-7	-1	22	-21
O=C(CN1C(=O)C2CCCCC2C1=O)Nc1ccccc1N1CCCC1 (stereo unspecified)	-0.4	-4	nt	nt	0	-2	5	nt
Cc1ccc(S(=O)(=O)Nc2ccc3c(c2)C(=O)N([C@H](C)CO)C[C@@H](C)[C@@H](CN(C)Cc2ccccc2)O3)cc1	2.2	-6	-2	-3	nt	-5[16.7 µM]	2	2
O=C(C[C@H]1C[C@@H]2c3cc(NC(=O)C4CCOCC4)ccc3O[C@@H]2[C@H](CO)O1)NCC1CC1	-1.0	4	2	2	-8	5[16.7 µM]	8	13
C=CCn1cccc(C(=O)Nc2ccc(C)c(C)c2)c1=O	-2.7	-4	-2	3	4	nt	-2	-6
O=C(COC(=O)c1cccc(Br)c1)NCC1CCCO1 (stereo unspecified)	-1.0	5	0	7	-8	-3	8	-2
Cc1ccc(NC(=O)Nc2cccc3ccccc23)cc1	-3.3	-5	-2	4	-1	7	-12	5
Cc1ccc(CNC(=O)CCNS(=O)(=O)c2cccs2)cc1	-1.1	nt	-1	6	4	-5	7	-6
CCCNC(=O)C[C@@H]1CC[C@H]2[C@@H](COc3ccc(NC(=O)CCC)cc3C(=O)N2C)O1	2.2	-10	1	1	nt	-1[16.7 µM]	6	2
O=C(c1ccc(COc2ccccc2Cl)o1)N1CCN(c2ccccc2)CC1	-1.5	16	3	4	3	-4	-24	2
CO[C@H]1CN(C)C(=O)c2ccc(NS(C)(=O)=O)cc2OC[C@@H](C)N(Cc2ccccc2)C[C@@H]1C	3.1	8	-63	-4	nt	nt	-6	2
CC(C)CC#Cc1cnc2c(c1)C(=O)N([C@@H](C)CO)C[C@H](C)[C@@H](CN(C)Cc1ccccc1)O2	-1.0	33	0	-1	-10	-3[16.7 µM]	-18	-7
CC(=O)N1CCOc2ccc(S(=O)(=O)NCCc3ccc(C)cc3)cc21	-1.3	20	-3	-8	-17	56	-3	-9
CCCN(C)C[C@H]1Oc2cc(/C=C/c3ccccc3)ccc2S(=O)(=O)N([C@@H](C)CO)C[C@H]1C	-3.6	-5	5	2	-1	-4[16.7 µM]	-9	-5
CC(C)COC(=O)Cc1c(O)c2ccccc2[nH]c1=O	nt	12	2	3	-9	13	nt	12
CCOC(=O)N1CCN(C(=O)C2CCN(C(=O)c3ccc(C(C)(C)C)cc3)CC2)CC1	1.6	-5	0	9	2	-5	1	11
Cc1ccc([N+](=O)[O-])cc1S(=O)(=O)Nc1cccc(-c2ccc(N3CCCC3)nn2)c1	-1.8	-5	-3	-2	-2	nt	-3	nt
COc1ccc(NC(=S)N2CCN(c3ccccc3)CC2)c(OC)c1	-0.3	3	1	-3	3	-1	-20	-10

Compound profiles, as listed above. Order of screens: F508del corr	C2C12 statin	Cneo AK release	PglD DTNB	FN deposition inh	miR-122 sensor	INS-1E GSIS act	PGC1a acetyl inh
Results for O=C(c1ccc(COc2ccccc2Cl)o1)N1CCN(c2ccccc2)CC1 : -1.5	16	3	4	3	-4	-24	2
Results for CO[C@H]1CN(C)C(=O)c2ccc(NS(C)(=O)=O)cc2OC[C@@H](C)N(Cc2ccccc2)C[C@@H]1C : 3.1	8	-63	-4	nt	nt	-6	2
Results for Cc1ccc([N+](=O)[O-])cc1S(=O)(=O)Nc1cccc(-c2ccc(N3CCCC3)nn2)c1 : -1.8	-5	-3	-2	-2	nt	-3	nt

Further structures.
SMILES	F508del corr	C2C12 statin	Cneo AK release	PglD DTNB	FN deposition inh	miR-122 sensor	INS-1E GSIS act	PGC1a acetyl inh
C[C@H](CO)N1C[C@H](C)[C@H](CN(C)CC2CCCCC2)OCCCC[C@H](C)Oc2ccc(NC(=O)Cc3ccccc3)cc2C1=O	-2.6	nt	1	-3	nt	0[16.7 µM]	-6	-1
CCS(=O)(=O)c1ccc(OC)c(N=Nc2ccc(O)c3ncccc23)c1	2.2	10	nt	nt	-6	-8	-15	11
O=C(CCCN1C(=O)/C(=C/c2ccccc2Cl)SC1=S)Nc1cccnc1	-4.2	9	0	-1	nt	-2	-5	nt
NC(=O)c1ccc(NC(=O)CN2CCN(S(=O)(=O)c3ccc4c(c3)OCCO4)CC2)cc1	-2.9	-3	-1	-6	-8	-2	-14	-4
COc1ccc(Cc2nn[nH]n2)cc1	nt	8	4	1	-1	-2	nt	5
O=C(NCC(c1cccs1)N1CCOCC1)c1cc2ccccc2o1 (stereo unspecified)	nt	-6	1	6	nt	2	nt	1
COc1ccc(OC(C)C(=O)NCC2CCCO2)cc1 (stereo unspecified)	-3.3	7	1	2	nt	-3	9	0
CCC(CC)C(=O)Nc1cc(C)cc(C)c1	nt	13	2	4	14	3	nt	12
CC(=O)c1ccccc1NC(=O)COC(=O)/C=C/c1cccs1	2.2	9	0	1	2	1	5	nt
CCCNC(=O)Nc1ccc2c(c1)C(=O)N(C)C[C@@H](OC)[C@@H](C)CN(C(=O)C1CCC1)[C@H](C)CO2	0.3	-2	-3	1	-1	0[16.7 µM]	9	nt
COc1ccc(S(=O)(=O)N(C)C[C@H]2OCCCC[C@H](C)Oc3ccc(NC(=O)CCC(F)(F)F)cc3C(=O)N([C@@H](C)CO)C[C@H]2C)cc1	-0.6	nt	-3	-4	nt	0[16.7 µM]	-7	0
COc1cccc(C(=O)Nc2cnc(NC(=O)c3ccco3)cc2C)c1	nt	-17	-4	5	nt	-6	nt	-9
Cc1ccccc1-n1c(-c2ccco2)n[nH]c1=S	-2.4	nt	6	2	6	-17	15	nt
CN1C(=O)c2cc(NS(C)(=O)=O)ccc2OC[C@@H]2O[C@@H](CC(=O)N3CCOCC3)CC[C@@H]21	nt	-28	1	-1	7	nt	9	nt
CO[C@@H]1CC[C@@H]2CCN(C)C(=O)[C@@H](C)CN(C)C(=O)c3cc(C#N)ccc3OC[C@H]1O2	nt	-32	-1	2	-1	nt	3	nt
O=C(NNS(=O)(=O)c1ccc([N+](=O)[O-])cc1)c1cnn(-c2ccccc2)c1-n1cccc1	nt	7	-4	5	17	-6	nt	0
CCOC(=O)Nc1ccc(N2CCOCC2)c(S(=O)(=O)Nc2ccc(Cl)cc2)c1	-0.1	12	0	5	3	-6	-38	-20

Hits appear at their usual frequency, and some 2.1% of all compounds hit somewhere here.
